# GLS inh = inhibitors of human glutaminase (GLS). 410,000 compounds, 0.21% hits. O94925. Potency, µM (titrated, usually from 45.5 µM), for inactives: top-dose activity change, negative = inhibition, usual class: inhibitors. GLS enzymatic activity, qHTS titration; note: potency is the fitted concentration of half-maximal effect; % is set by controls: 0 for no effect and ±100 for the full control effect
#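 hKGA in 45 mM KH2PO4 (pH 8.2), 0.02% Tween-20 with compound, then 1mM L-Glutamine (stock as added) plus glutamate oxidase/HRP/Amplex red coupling mix. Fluorescence read initially and after 30 min at RT; signal change reflects glutamate formation.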
# PI4K2A block = blocks human PI4K2A kinase activity. Q9BTU6. purified PI4K2A, ADP-Glo luminescence, 1 h; active compounds read low. activity change, negative = inhibition, % at 76.9 µM. 420,000 compounds, 0.13% hits. AID 1346378; in the data active = activity change below about -50%; inconclusive = mostly about -30% to -49%;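 note: -100% = wells without enzyme as full effect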
#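 ADP-Glo luminescence measured ADP generated by PI4K2A enzyme (4 ug/mL before mixing) with 1.2 mM PI substrate (pre-mix) and 300 microM ATP (pre-mix). Tris pH7.5 buffer with MgCl2, Triton X-100; 1 h reaction at ambient temperature.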
# Tb PGK inh = inhibitors of T. brucei phosphoglycerate kinase | PGK/GAPDH coupled, Kinase-Glo luminescence, 60 min | P07378 | 380,000 compounds, 0.043% hits | Potency, µM (series often up to 57.5 µM), without a hit: at the highest dose activity change, negative = inhibition, actives largely listed as inhibitors | AID 602233; note: potency is the fitted concentration of half-maximal effect; % is set by controls: 0 for no effect and ±100 for the full control effect; nearly all actives have a fitted effect of over 60% in size
#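 Recombinant glycosomal PGK reaction used 1,3-bisphosphoglycerate generated in-well by GAPDH (100nM final) in 100mM TEA pH 7.6, 5mM MgCl2, 0.01% Tween-20. After 60 minutes at room temperature, ATP was read by Kinase-Glo Plus luminescence end-point.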
# rTrxR1 inhibitor = blocks rat thioredoxin reductase 1; recombinant rTrxR1, NADPH fluorescence consumption, selenite substrate; 390,000 compounds, 1% hits; O89049; Potency, µM (titrated, usually from 114 µM), without a hit: at the highest dose activity change, negative = inhibition, usual class: inhibitors; note: potency is the fitted concentration of half-maximal effect; % is set by controls: 0 for no effect and ±100 for the full control effect; nearly all actives have a fitted effect of over 65% in size
# Target sequence (O89049 whole entry, looked up): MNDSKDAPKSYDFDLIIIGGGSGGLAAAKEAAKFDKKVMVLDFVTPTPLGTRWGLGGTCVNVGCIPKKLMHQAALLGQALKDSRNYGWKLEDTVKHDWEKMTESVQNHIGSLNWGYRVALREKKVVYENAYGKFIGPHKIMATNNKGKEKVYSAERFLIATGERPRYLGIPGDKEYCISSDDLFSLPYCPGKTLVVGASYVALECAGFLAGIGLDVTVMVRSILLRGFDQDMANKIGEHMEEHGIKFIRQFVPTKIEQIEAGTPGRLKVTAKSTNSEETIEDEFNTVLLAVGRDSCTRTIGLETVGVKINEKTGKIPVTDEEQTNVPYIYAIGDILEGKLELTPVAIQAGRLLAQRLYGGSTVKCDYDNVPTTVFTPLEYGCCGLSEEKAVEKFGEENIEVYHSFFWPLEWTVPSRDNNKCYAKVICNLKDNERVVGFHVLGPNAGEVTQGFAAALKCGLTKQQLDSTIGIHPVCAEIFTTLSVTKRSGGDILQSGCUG
#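 Rat TrxR1 (90 nM in the dispensed reagent) was pre-reduced with 400 uM NADPH for 5 min at room temperature, then incubated with compound for 15 min. After 400 uM selenite was added, NADPH fluorescence (Ex 340/Em 450 nm) was followed for 8 min.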
# IDH1 R132H inh = inhibitors of human mutant IDH1 R132H; 390,000 compounds, 0.093% hits; Potency, µM (doses to about 76.6 µM), inactives show at the top dose activity change, negative = inhibition, usual class: inhibitors; IDH1-R132H enzyme, NADPH consumption, diaphorase/resazurin fluorescence; O75874; note: potency is the fitted concentration of half-maximal effect; % is set by controls: 0 for no effect and ±100 for the full control effect; nearly all actives have a fitted effect of over 65% in size
#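 IDH1-R132H (0.5 ug/mL dispensed) in pH 7.5 Tris buffer was preincubated 30 min with compound, then given a substrate mix of 0.016 mM NADPH and 2 mM alpha-KG for 80 min at room temperature; remaining NADPH was read by diaphorase/resazurin fluorescence.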
# HP1b chromo inh = HP1-beta chromodomain-methylated histone interaction inhibition. Potency, µM (top dose mostly 114 µM), for inactives: at the top dose activity change, negative = inhibition, most hits filed as inhibitors. AlphaScreen HP1-beta / biotin-H3K9me3 peptide binding. 390,000 compounds, 0.56% hits. P83916; note: potency is the fitted concentration of half-maximal effect; nearly all actives have a fitted effect of over 70% in size; inactives centre near 23
# Target sequence (P83916 whole entry, looked up): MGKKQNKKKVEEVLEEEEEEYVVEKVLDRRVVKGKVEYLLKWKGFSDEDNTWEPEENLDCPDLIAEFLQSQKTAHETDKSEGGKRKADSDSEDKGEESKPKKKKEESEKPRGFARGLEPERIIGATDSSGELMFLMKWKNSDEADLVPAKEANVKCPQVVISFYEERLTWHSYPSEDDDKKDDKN
#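 AlphaScreen: HP1-beta (50 nM) preformed 30 min with biotin-H3(1-18)K9me3 peptide (50 nM) in PBS pH 7.4, 0.01% Tween-20. Compound added for 30 min at RT, then streptavidin donor/nickel chelate acceptor beads (10 ug/mL) for 30 min.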
# Pin1 inhibitor = human Pin1 inhibition; Q13526; Pin1 FP peptide displacement, HiFluor488, 10 min; Potency, µM (titrated, usually from 115 µM), without a hit: at the top dose activity, negative = inhibition, most hits filed as inhibitors; 390,000 compounds, 0.009% hits; active = well fitted inhibition curve with a large enough effect in the polarisation, with a control signal flat, not every such curve was filed as active; inconclusive = small, poorly fitted or top-dose-only effect, or effect the other way, or a change in a side signal; inactive = no such curve, though single readings can be large or run the other way; the % refers to the polarisation; note: potency is the fitted concentration of half-maximal effect; % is set by controls: 0 for no effect and ±100 for the full control effect
# Target sequence (Q13526 whole entry, looked up): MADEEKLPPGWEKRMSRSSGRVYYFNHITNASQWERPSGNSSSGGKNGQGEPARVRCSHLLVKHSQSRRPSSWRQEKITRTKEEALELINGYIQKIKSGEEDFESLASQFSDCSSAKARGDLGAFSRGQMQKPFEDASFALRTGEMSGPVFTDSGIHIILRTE
# USP1 inh = inhibitors of human USP1/UAF1 deubiquitinase; recombinant USP1/UAF1, Ub-Rhodamine cleavage fluorescence; 390,000 compounds, 0.23% hits; Potency, µM (doses to about 57.1 µM), for the others: top-dose activity change, negative = inhibition, usual class: inhibitors; note: potency is the fitted concentration of half-maximal effect; % is set by controls: 0 for no effect and ±100 for the full control effect; nearly all actives have a fitted effect of over 60% in size; inactives centre near -12
#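 Step one: compound is pinned into 1nM USP1/UAF1 in HEPES pH 7.8 buffer with TCEP. Step two: 15 min room-temperature incubation. Step three: Ub-Rho (150nM final) starts cleavage, tracked by fluorescence over six one-minute reads.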
# TrxR1 substrate = substrates of rat thioredoxin reductase 1; O89049; purified TrxR1 substrate turnover, NADPH consumption readout; Potency, µM (top dose mostly 114 µM), for inactives: at the highest dose activity change, negative = substrate turnover; 390,000 compounds, 0.01% hits; AID 588456; note: potency is the fitted concentration of half-maximal effect; % is set by controls: 0 for no effect and ±100 for the full control effect; nearly all actives have a fitted effect of over 50% in size
#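 Rat TrxR1, dispensed at 90 nM, was prereduced with 400 uM NADPH (final) for 5 min at ~22 deg C, then incubated with compound 15 min before 400 uM selenite. A first-read NADPH fluorescence drop versus no-compound background flagged substrates.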
# Numbers without * were called inactive; i = inactive; ? = inconclusive; . = not tested or not shown; & = joins results of further samples; [ ] = remark or other dose. Unless noted, calls come from the whole dose curve; as a rule, active = well fitted curve in the direction sought with a large enough effect; inconclusive = small, poorly fitted or top-dose-only effect, or another doubt; inactive = no such curve, though single readings can be large; an effect the other way counts as inactive or inconclusive. These rows are one share of the data; rates above refer to the full screens.
SMILES,GLS inh,PI4K2A block,Tb PGK inh,rTrxR1 inhibitor,IDH1 R132H inh,HP1b chromo inh,Pin1 inhibitor,USP1 inh,TrxR1 substrate
CC(=O)c1ccc(Nc2c([N+](=O)[O-])ccc3nonc23)cc1,0%,0,-6%,-8%,0%,?,-4%,4%,-3%[57.1 µM]
Cc1cccc(CNC(=O)c2ccc3nc(-c4ccccc4)c(-c4ccccc4)nc3c2)c1,0%,0,-9%,10%,4%,11%,-3%,?,5%
CCN(CC)C(=O)c1cc(S(=O)(=O)N2CCCCC2)c[nH]1,8%,-4,i,-8%,10%,40%[activator],0%,-20%,4%
Cn1c(-[n+]2c(-c3ccccc3)cc(-c3ccccc3)cc2-c2ccccc2)nc2c([N+](=O)[O-])cccc21,13%,16,-5%,-6%[57.1 µM],3%,10%,21%,-4%,-2%[57.1 µM]
O=C(CCN1CCN(CC(=O)Nc2ccccc2Cl)CC1)Nc1ccccc1F,-2%,-5,-7%,11%[57.1 µM],-2%,10%,-14%,2%,4%[57.1 µM]
COc1ccc(N2CCSC2C(=O)NN)cc1 (configuration not stated),13%,6,-9%,-6%,2%,37%,-3%,-15%,-5%
CCc1noc(C)c1C(=O)OCC(=O)Nc1ncc(Cl)cc1Cl,-12%,-1,-2%,-9%,3%,31%,-2%,-14%,-12%
Cc1cc(NC(=O)c2cccc(S(=O)(=O)N3CCOCC3)c2)no1,-2%,6,-1%,22%,1%,25%,3%,-12%,9%
CCOC(=O)C1=NNC(C(=O)OCC)C1c1ccccc1 (configuration not stated),2%,-1,-4%,-7%[11.4 µM],1%,22%,-10%,2%,-1%[11.4 µM]
CC(C)(C)c1ccc(C(=O)NC(=S)NCC2CCCO2)cc1 (configuration not stated),4%,-3,-8%,-8%,2%,18%,-5%,-20%,-3%
Cc1ccc(-n2nc(CC#N)c(C#N)c2N)cc1Cl,4%,0,0%,-16%,2%,18%,12%,1%,-11%
CCOC(=O)N1CCN(C(=O)C2CCN(S(=O)(=O)c3ccc(C)cc3)CC2)CC1,.,-3,-9%,-16%,2%,16%,-5%,-15%,-9%
Cc1ccc(CN2CC(C(=O)Nc3ccncc3)CC2=O)cc1 (configuration not stated),-3%,0,-5%,18%,-4%,28%,-2%,-12%,-1%
CC(C)Cn1c(=O)c2ccccc2n2c(CCC(=O)O)nnc12,0%,-4,9%,23%,-7%,29%,1%,-22%,11%
COC(=O)[C@@]1(Cc2ccc(F)cc2)[C@H]2c3cc(C(=O)N(C)C)n(CCSCCO)c3C[C@H]2CN1C(=O)c1ccccc1,-1%,2,-6%,1%,-6%,28%,4%,-14%,-5%
CC1(C)OC(=O)C(=Cc2ccc(-c3ccc(S(N)(=O)=O)cc3)o2)C(=O)O1,18%,-17,-9%,-19%,-4%,-14%,-11%,-24%,2%
CCC(C)(C)n1nnnc1C(c1ccccc1)N1CCN(C2CCCC2)CC1 (configuration not stated),-12%,-11,6%,7%[11.4 µM],-7%,62%[activator],5%,-21%,2%[11.4 µM]
CCCCN1C(=O)c2ccc(C(=O)Nc3ccc(C)c(S(=O)(=O)N(C)C)c3)cc2C1=O,3%,-5,-10%,-2%,3%,9%,15%,?,-8%
Cc1ccc(S(=O)(=O)N2CCCCC2)cc1NC(=O)CCCOc1ccccc1,-15%,-3,-10%,6%,-5%,18%,25%,-14%,-3%
Cc1oc(-c2ccccc2F)nc1CS(=O)(=O)CC(=O)N1CCN(c2ccccc2)CC1,7%&18%,1&1,6%&-2%,2%,3%&-1%,14%&1%,4%&-5%,-10%&-25%,0%
O=C(Nc1cccc([N+](=O)[O-])c1)c1cnccn1,-21%,-5,-10%,2%,0%,17%,-15%,-18%,-2%
CC(NS(=O)(=O)c1ccccc1)C(=O)NCc1ccco1 (configuration not stated),-11%,-4,.,-18%,1%,8%,-4%,-12%,6%[57.1 µM]
CC(NC(=O)COC(=O)CN1C(=O)C2CCCCC2C1=O)c1ccccc1 (configuration not stated),3%,4,-9%,-7%,8%,28%,2%,-13%,-7%
CNc1ccc(/C=C/C(=O)c2ccc3c(c2)OCCO3)cc1[N+](=O)[O-],9%,-5,5%,6%[57.1 µM],0%,?,8%,0%,-10%
COc1ccc(C2CC(C)(c3ccc(OC)cc3)Nc3ccccc3N2)cc1 (configuration not stated),?,1,0%,-1%[57.1 µM],2%,?,-8%,-21%,0%[57.1 µM]
Cc1nc2c(sc3nc4c(cc32)COC(C)(C)C4)c(=O)n1Cc1ccccc1,5%,1,7%,6%[57.1 µM],-1%,-1%,-21%,-3%,12%[57.1 µM]
Cc1ccc(CNC(=O)CCNS(=O)(=O)c2ccc3c(c2)oc(=O)n3C)cc1,2%,-3,1%,6%,-20%,23%,14%,-16%,-5%
OC1CN=C2CCCc3c2n(c2ccc(Cl)cc32)C1 (configuration not stated),-19%,-6,-3%,-9%,11%,24%,?,-13%,16%
CCCN(CCC)S(=O)(=O)c1ccc(NS(=O)(=O)c2ccc(F)cc2)cc1,2%,-4,-9%,4%,4%,23%,6%,-7%,-4%
CCN(CC)CCSc1nnc2c3cc(F)ccc3n(C)c2n1,-20%,-6,0%,1%,5%,11%,2%,-12%,-5%

# Sorted by length of the SMILES (rising): seven of the compounds above.
SMILES,GLS inh,PI4K2A block,Tb PGK inh,rTrxR1 inhibitor,IDH1 R132H inh,HP1b chromo inh,Pin1 inhibitor,USP1 inh,TrxR1 substrate
CCN(CC)CCSc1nnc2c3cc(F)ccc3n(C)c2n1,-20%,-6,0%,1%,5%,11%,2%,-12%,-5%
O=C(Nc1cccc([N+](=O)[O-])c1)c1cnccn1,-21%,-5,-10%,2%,0%,17%,-15%,-18%,-2%
COc1ccc(C2CC(C)(c3ccc(OC)cc3)Nc3ccccc3N2)cc1 (configuration not stated),?,1,0%,-1%[57.1 µM],2%,?,-8%,-21%,0%[57.1 µM]
CC(NC(=O)COC(=O)CN1C(=O)C2CCCCC2C1=O)c1ccccc1 (configuration not stated),3%,4,-9%,-7%,8%,28%,2%,-13%,-7%
CCCN(CCC)S(=O)(=O)c1ccc(NS(=O)(=O)c2ccc(F)cc2)cc1,2%,-4,-9%,4%,4%,23%,6%,-7%,-4%
Cc1ccc(CNC(=O)CCNS(=O)(=O)c2ccc3c(c2)oc(=O)n3C)cc1,2%,-3,1%,6%,-20%,23%,14%,-16%,-5%
Cc1oc(-c2ccccc2F)nc1CS(=O)(=O)CC(=O)N1CCN(c2ccccc2)CC1,7%&18%,1&1,6%&-2%,2%,3%&-1%,14%&1%,4%&-5%,-10%&-25%,0%

# Additional compounds.
SMILES,GLS inh,PI4K2A block,Tb PGK inh,rTrxR1 inhibitor,IDH1 R132H inh,HP1b chromo inh,Pin1 inhibitor,USP1 inh,TrxR1 substrate
CC1Cc2ccccc2N1CC(=O)Nc1ccc(Cl)c(S(=O)(=O)N(C)C)c1 (configuration not stated),-22%,4,1%,-5%[57.1 µM],3%,18%,-1%,-10%,7%[57.1 µM]
COc1ccc(NC2=C3CC(C)CC=C3N(c3ccc(OC)cc3)C2=O)cc1 (configuration not stated),-11%,-3,i,11%[57.1 µM],-2%,31%,?,-21%,-2%[57.1 µM]
O=C1CCCN1CCCNC(=S)Nc1ccccc1Cl,-8%,1,-4%,14%[57.1 µM],0%,36%,0%,-10%,0%[57.1 µM]
CCc1ccc(NC(=O)c2cc(S(=O)(=O)N3CCCCC3)c[nH]2)cc1,0%,1,-1%,24%,3%,75%[activator],-1%,-25%,6%
CC1CCCC(C)N1/N=C/C=C/c1ccccc1[N+](=O)[O-] (configuration not stated),-11%,5,i,27%[57.1 µM],1%,28µM*,-2%,-1%,7%[57.1 µM]
O=C(O)C(Cc1c[nH]c2ccccc12)NS(=O)(=O)c1ccc(Cl)cc1 (configuration not stated),2%,-3,6%,28%[57.1 µM],13%,13%,-8%,-17%,8%[57.1 µM]
CC1CCC(NC(=O)CCNC(=O)c2ccc(Br)cc2)CC1 (configuration not stated),6%,-1,-7%,-12%,-1%,27%,-4%,3%,-14%
O=C1c2ccc([N+](=O)[O-])cc2C(=O)N1c1ccc([N+](=O)[O-])cn1,0%,2,i,-1%,20%,41%[activator],-3%,-17%,-9%
O=C(O)CC(NC(=O)c1cccc([N+](=O)[O-])c1)c1ccc2c(c1)OCO2 (configuration not stated),-6%,2,6%,-8%[57.1 µM],0%,42%[activator],-3%,-23%,-4%[57.1 µM]
C=CCNC(=S)NNC(=O)c1ccc2c(c1)OCO2,20%,0,-6%,8%[57.1 µM],8%,40%,-4%,-6%,5%
CCC1CN(C(=O)Nc2ccccc2F)c2cc(C)ccc2O1 (configuration not stated),1%,7,1%,9%,-11%,73%[activator],4%,4%,0%
COc1cc(OC)cc(-c2nc3cc(C)ccc3o2)c1,0%,-11,-14%,3%,8%,78%[activator],-4%,-26%,16%
